Screening data (PubChem BioAssay)
APJ agonist = APJ receptor agonism. P35414. CHO-K1 APJ PathHunter beta-arrestin, luminescence; 0% DMSO wells, 100% apelin. activation, % at 20 µM. 330,000 compounds, 0.11% hits. AID 2520;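 active means activation more than six SD over the plate average, tested at 20 µM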;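 further: 0% = DMSO alone and 100% = apelin-13 at 10 nM; some results filed as inactive read as strong as hits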
Target sequence (P35414 whole entry, looked up): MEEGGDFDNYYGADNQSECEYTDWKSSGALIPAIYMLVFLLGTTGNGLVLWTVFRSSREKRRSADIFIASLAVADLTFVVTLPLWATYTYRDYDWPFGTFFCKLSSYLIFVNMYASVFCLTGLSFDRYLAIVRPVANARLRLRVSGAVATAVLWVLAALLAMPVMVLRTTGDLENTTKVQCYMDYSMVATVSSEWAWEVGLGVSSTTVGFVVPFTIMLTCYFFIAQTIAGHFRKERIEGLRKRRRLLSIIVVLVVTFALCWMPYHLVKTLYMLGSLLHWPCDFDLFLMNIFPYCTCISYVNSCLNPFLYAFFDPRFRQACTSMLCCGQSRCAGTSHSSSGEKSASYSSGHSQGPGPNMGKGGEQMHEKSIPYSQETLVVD
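Test system: CHO-K1 APJ beta-arrestin complementation cell line. Amount: cell density 1000 per well. Controls: DMSO negative, 10 nM Apelin-13 positive. Signal: luminescent beta-gal fragment complementation, chemiluminescent substrate. Read-out basis: agonist-driven arrestin binding to APJ. Timing: compound stimulation 90 min at 25 °C, detection 60 min.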
APJ antag = blocks the human apelin receptor APJ; P35414; CHO-K1 APJ beta-arrestin complementation, luminescence; inhibition, % at 20 µM; 330,000 compounds, 0.32% hits;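 active means inhibition above about 40% at 20 µM, limit read from the data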;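 further: cells challenged with 10 nM apelin-13 agonist together with compound; plate controls were apelin-13 plus DMSO wells for no effect and DMSO wells lacking apelin-13 for full effect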
tim23-1 inh = inhibits growth of tim23-1 mutant yeast; S. cerevisiae tim23-1 growth, BacTiter-Glo luminescence, 24 h; inhibition, % at 20 µM; 330,000 compounds, 1.3% hits;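 active means growth inhibition of the mutant yeast at or above 50%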;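 further: temperature-sensitive mutant grown at 25 °C; plate controls were DMSO-treated mutant yeast for no effect and medium wells lacking yeast for full effect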
UPR XBP1 act = adaptive UPR (XBP1) activation; CHO-XBP1 luciferase reporter, IRE1-XBP1 UPR activation, luminescence; percent of tunicamycin response, DMSO as zero; activation, % at 20 µM; 330,000 compounds, 0.33% hits; AID 463104;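 active means versus positive control, 20 µM dose yields 30% or more activation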;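 further: 100% = tunicamycin at 10 µg/mL and 0% = DMSO only wells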
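Material: CHO-XBP1 cells stably carrying IRE1-XBP1-driven luciferase reporter / Amount: 1000 cells per well / Compound: 20 µM, 1% DMSO / Times: 6 h treatment, 37 °C / Detection: luciferase luminescence / Measure: % activation of reporter signal versus tunicamycin and DMSO controls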
Mdm2 MdmX PPI = inhibitors of human Mdm2/MdmX interaction. SaOS-2 split-luciferase Mdm2/MdmX complementation, luminescence. inhibition, % at 8 µM. 330,000 compounds, 3% hits;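 active means inhibition of at least 50% at 8 µM in the primary screen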
UPR CHOP act = apoptotic UPR (CHOP) activation | CHO-CHOP luciferase reporter, luminescence; percent of tunicamycin response over DMSO baseline | AID 449763 | activation, % at 10 µM | 330,000 compounds, 0.34% hits;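 active means at 10 µM dose, activation of 40% or more, normalized to positive control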;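 further: 100% = tunicamycin at 10 µg/mL and 0% = DMSO alone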
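Material: CHO-CHOP cells, stable luciferase reporter of PERK-eIF2a-CHOP signalling; quantity: 500 reporter cells seeded per well; buffer or medium: F12 medium containing 10% fetal bovine serum; compound: one dose, 10 µM in 0.5% DMSO; incubation: 6 h compound treatment, 37 °C; measured by: Steady-Glo luciferase luminescence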
CCR6 antag = blocks CCL20-driven beta-arrestin recruitment at human CCR6; CHO-K1 CCR6 PathHunter beta-arrestin, luminescence, CCL20-stimulated; inhibition, % at 20 µM; P51684; 340,000 compounds, 0.49% hits; AID 493098;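 active means compounds whose inhibition of the agonist-driven luminescence signal at 20 µM reaches about 50%, limit read from the data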;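 further: cells stimulated with CCL20 at 14 nM final; plate controls were DMSO with CCL20 for no effect and DMSO without agonist for full effect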
Target sequence (P51684 whole entry, looked up): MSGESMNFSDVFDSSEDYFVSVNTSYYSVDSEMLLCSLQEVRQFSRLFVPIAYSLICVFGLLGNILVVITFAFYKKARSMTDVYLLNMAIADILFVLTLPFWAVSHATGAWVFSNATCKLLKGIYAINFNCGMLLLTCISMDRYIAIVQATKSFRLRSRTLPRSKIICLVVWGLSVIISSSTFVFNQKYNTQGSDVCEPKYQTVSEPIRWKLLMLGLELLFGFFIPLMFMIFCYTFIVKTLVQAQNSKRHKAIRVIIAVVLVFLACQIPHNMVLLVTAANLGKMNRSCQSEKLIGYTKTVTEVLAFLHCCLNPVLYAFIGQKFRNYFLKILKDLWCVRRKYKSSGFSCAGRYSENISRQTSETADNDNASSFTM
EBI2 antag = antagonists of human EBI2 receptor | inhibition, % at 5 µM | 360,000 compounds, 0.81% hits | P32249 | AID 651636 | EBI2 beta-arrestin recruitment, luminescence, 7a,25-OHC stimulated; in the data active means inhibition above about 38%;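 further: enzyme fragment complementation signal reports receptor beta-arrestin coupling in cells; 0% = agonist plus DMSO wells and 100% = wells without agonist; some results beyond the cut were filed as inactive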
CXCR6 block = CXCR6 (human) receptor inhibition; CHO-K1 PathHunter CXCR6 beta-arrestin, luminescence; AID 602244; O00574; inhibition, % at 20 µM; 360,000 compounds, 0.36% hits; in the data active means inhibition above about 34%, passing the limit was not always enough;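 further: antagonist mode with CXCL16 agonist at 10 nM final; 0% = 10 nM CXCL16 with DMSO and 100% = unstimulated wells without agonist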
Active calls of the source: *; x = not tested or not shown.

SMILES	APJ agonist	APJ antag	tim23-1 inh	UPR XBP1 act	Mdm2 MdmX PPI	UPR CHOP act	CCR6 antag	EBI2 antag	CXCR6 block
CN1C(=O)/C(=C/C=C2/CCCN2C)N(C)C1=S	-2	10	-5	0	-6	2.2	-1	7	-2
COC(=O)c1cc(S(=O)(=O)n2nc(C)cc2C)c(Cl)cc1Cl	1	-22	13	-5	-7	-0.4	-19	x	x
CCCCC(=O)N/N=C(/C)C1=C(C)C(C)(C)OC1=O	-3	-3	11	0	1	0.7	-1	-6	4
CC(C)(C)n1cnc2cc(NCc3ccccc3O)ccc21	0	2	5	0	-11	5.5	6	1	-9
COc1ccc(NC(=O)c2nn(C)c(=O)c3ccccc23)cc1S(=O)(=O)Nc1ccccc1Cl	-2	1	31	0	36	3.1	7	0	6
CCOc1cc(C(=O)Nc2ccc(S(=O)(=O)NC3=NCCCCC3)cc2)cc(OCC)c1OCC	-1	13	4	-1	15	0.9	3	7	11
Cc1c(C)c(C)c(CN2CCSCC2)c(C)c1C	-5	17	-7	-5	34	-1.5	17	1	-10
COCCSc1nnc(NC(=O)c2ccc([N+](=O)[O-])cc2)s1	-3	-12	12	1	-19	3.9	10	-6	8
Cc1nn2c(=O)cc(CSc3nc4ccccc4[nH]3)nc2s1	-4	8	15	0	11	-0.3	-7	-1	-10
O=C(CSc1nnc(CCCN2C(=O)c3cccc4cccc(c34)C2=O)n1-c1ccccc1)NCCCN1CCOCC1	1	8	9	0	-12	0.6	14	0	-1
CN(C)c1oc(-c2ccc(Cl)cc2)nc1S(=O)(=O)c1ccccc1	-2	7	4	-1	9	1.3	-8	-10	3
CCc1ccccc1OCC(=O)N1CCN(c2ncccn2)CC1	-4	9	19	1	9	-1.2	8	0	8
CC(C)Oc1ccc(CNC(=O)CCCN2C(=O)C(c3ccccc3)Oc3cccnc32)cc1 (stereo unspecified)	-4	4	9	-3	12	1.7	2	3	-5
Cc1nc2ccccc2n1CC(=O)OCC(=O)Nc1ccc2c(c1)OCCO2	2	0	9	-3	4	1.7	-9	-6	-9
S=C(c1ccccc1)N1CCCC1	-1	-10	2	-4	9	-0.4	0	2	-11
CCn1cc(C(=O)N[C@@H](CCSC)C(=O)NCCCO)c(=O)c2cc3c(cc21)OCO3	-3	7	2	2	2	-2.6	3	-7	-3
Cc1cc(C)cc(NC(=O)c2cccc(NC3=NC4CS(=O)(=O)CC4S3)c2)c1 (stereo unspecified)	1	6	0	-1	23	-1.1	-3	-4	-3
Cc1cccc2sc(N(CCCN(C)C)C(=O)CN3C(=O)c4ccccc4C3=O)nc12	-3	11	12	0	4	-0.5	16	-8	9
CN(Cc1cccc(Cl)c1Cl)C(=O)c1cccc(S(=O)(=O)N2CCN(Cc3ccccc3)CC2)c1	3	-10	23	-8	22	3.7	8	54*	-4
COc1cc(C2Nc3c(F)cccc3C3C=CCC32)cc(Br)c1OC (stereo unspecified)	-2	-17	34	-1	-1	0.8	6	-14	-1
COc1cccc(N2CCN(S(=O)(=O)c3c(C)[nH]c(C)c3C(=O)N3CCCCC3)CC2)c1	-3	-25	14	-3	-15	2.6	3	5	6
O=C(NC1CCCCC1)C(c1cccs1)N(C(=O)c1ccccn1)c1ccccc1 (stereo unspecified)	2	5	13	3	21	1.9	-6	-7	4
CCc1nc(SCC(=O)NNC(=O)C(C)C)c2ccccc2n1	-3	2	-2	-3	-16	-0.9	19	0	-1
COCCN1C(=O)N[C@@H](CCc2ccccc2)[C@@H](C(=O)OC)[C@H]1C	4	4	17	3	-6	-0.3	5	-8	15
O=C(NC(=S)Nc1nc2ccccc2s1)c1cccs1	-1	13	24	0	-145	-1.5	21	-6	10
Cc1ccc(CNC(=O)CC(C)S(=O)(=O)c2ccc3c(c2)NC(=O)CO3)cc1 (stereo unspecified)	1	4	11	0	-15	1.5	-1	0	-6
Cc1ccc(C(=O)Nc2ccc([N+](=O)[O-])cn2)o1	0	3	15	-1	-22	3.0	14	-5	-10
CCOC(=O)C1(Cc2cccc(OC)c2)CCCN(C(=O)c2cc(C)oc2C)C1 (stereo unspecified)	-1	12	25	2	-37	3.8	3	5	-4
C=CCc1c(C)[nH]c2c(OC)cccc2c1=S	-3	16	2	0	18	-0.8	-11	16	13
O=C(Cn1c(NCCCO)nc2ccccc21)c1ccc([N+](=O)[O-])cc1	4	-15	10	-3	-2	1.6	-8	-3	-11
Cc1ccc(C(=O)NC2=NCCS2)cc1	3	3	8	-1	-86	12	x	x	x
CCCCNC(=O)N1c2ccccc2CC1C (stereo unspecified)	0	-4	15	-1	-13	-1.2	8	-7	1
CCOCCCNCC(=O)Nc1ccc(OC(F)(F)F)cc1	-5	4	5	0	10	-0.2	-9	2	-10
COc1ccc(C(CNC(=O)CSc2ccccc2F)N2CCOCC2)cc1 (stereo unspecified)	-4	-9	16	2	1	0.7	11	-6	-3
CCCC1(C(=O)OCC)NC(c2ccc(O)cc2)C2C(=O)N(c3cccc(C(C)=O)c3)C(=O)C21 (stereo unspecified)	-3	0	9	-4	8	2.0	6	-7	4
CCCCCC(=O)NNC1=NCC(Cc2cccc(Cl)c2)S1 (stereo unspecified)	-2	13	5	1	-16	0.2	13	-8	-4
COc1ccc(OCC(=O)N/N=C2/C=C(C)CC2)cc1	-2	-13	1	-1	-2	-0.7	-4	6	1
Cc1ccccc1C(=O)Nc1cccc(NC(=O)Cn2cnc3c(=O)n(C)c(=O)n(C)c32)c1	4	-17	20	-1	51*	0.8	-3	-5	-7
O=C(CCCCCn1nnc2ccccc2c1=O)Nc1ccccc1Cl	-3	3	10	-3	-11	-0.3	6	-9	5
COc1ccc(-c2cc3ccccc3n2CC(O)CNC(CO)(CO)CO)cc1 (stereo unspecified)	0	10	8	3	-17	-0.2	11	-4	-10
Cc1ccsc1C(=O)NCCc1c[nH]c2ccccc12	-1	-2	-3	1	-33	5.8	-4	16	4
Cc1csc(SCc2nnc(-c3ccccc3Br)o2)n1	-6	19	27	-3	-52	1.3	23	3	1
Oc1ccc(CN2CCc3ccccc3C2)c2cccnc12	-6	21	12	12	51*	104*	44	67*	27
O=C(Nc1ccccc1)OCc1ccccn1	1	12	0	2	-54	4.1	-9	-12	5
COC(=O)c1ccc(N2CCN(C)CC2)c(NC(=O)COc2ccccc2)c1	2	1	12	-3	7	1.3	15	0	14

Individual results from the list.
In CCR6 antag, CC(C)Oc1ccc(CNC(=O)CCCN2C(=O)C(c3ccccc3)Oc3cccnc32)cc1 (stereo unspecified) shows 2
In APJ antag, COc1cc(C2Nc3c(F)cccc3C3C=CCC32)cc(Br)c1OC (stereo unspecified) shows -17

Next entries.
SMILES	APJ agonist	APJ antag	tim23-1 inh	UPR XBP1 act	Mdm2 MdmX PPI	UPR CHOP act	CCR6 antag	EBI2 antag	CXCR6 block
CNC(=O)C1=C(C)n2c(nc3ccccc32)NC1c1ccc(OC)cc1 (stereo unspecified)	8	-19	15	0	-65	1.9	7	-11	1
CCOC(=O)CCCCNCc1ccccc1	2	17	14	-1	-1	-0.5	-21	-13	0
COc1ccccc1N(CC(=O)NC1CCCC1)C(=O)CCC(=O)Nc1ccccn1	-2	0	1	-3	-18	0.8	4	-4	6
Cc1ccc(-n2c(SCC(=O)N/N=C/c3ccccc3C(=O)O)nnc2-c2ccc(Cl)cc2)cc1	0	-10	13	-2	21	0.6	-1	-1	-16
COc1ccc(-c2ccc(NCCN3CCOCC3)nn2)cc1OC	-3	-20	-6	-4	1	0.1	7	-13	2
COc1cccc(C(=O)OCC(=O)c2ccc(S(=O)(=O)N3CCCCC3)cc2)c1OC	-16	36	24	-2	-10	-0.5	47	11	29
CSc1ncccc1C(=O)Nc1ccncc1	-3	8	-5	-2	10	-1.0	-9	-7	-12
O=C(O)CCc1ccc(-c2cccs2)n1CC(=O)Nc1ccccc1C(F)(F)F	-3	-24	13	-3	33	-0.4	-10	7	2
O=C(O)CNC(=O)c1ccc(NC(=O)/C(=C/c2ccccc2)NC(=O)c2ccccc2)cc1	-1	-12	10	-3	-19	4.8	7	-7	-2
COc1cc(/C=C2\S/C(=N/S(=O)(=O)Cc3ccccc3)NC2=O)c([N+](=O)[O-])cc1OC	-3	-20	10	-1	-8	3.1	0	1	-3
CC(C)(C)c1ccc(Cc2n[nH]c(=S)[nH]c2=O)cc1	-3	9	26	0	3	-0.4	10	-1	-8
CCC(=O)NC(=S)Nc1cccc(C(C)=O)c1	-4	3	12	2	4	0.0	-18	-14	10
O=C(CN(c1ccccc1)S(=O)(=O)c1ccc(F)cc1)NCc1cccs1	-5	24	20	0	-32	-1.1	2	-4	-7
Cc1cc(C)n2cc(CSc3nnc(N)s3)nc2n1	-3	6	-11	2	9	1.2	6	-11	6
O=C1C=C(c2ccc3c(c2)OCO3)C[C@@H](c2ccc3c(c2)OCO3)C1	-1	-1	-2	3	5	2.2	13	6	-6
CC1(C)Cc2cccc(OCC(=O)N3CCN(c4cccc(C(F)(F)F)c4)CC3)c2O1	-7	2	-15	-2	19	-0.3	11	13	-1
COc1ccc(C(CNc2ncnc3sc(C)c(C)c23)N(C)C)cc1 (stereo unspecified)	-4	14	6	-6	9	0.2	25	13	-4
COCCn1cc(C(=O)NCCCOC(C)C)c2c3ccccc3n(C)c2c1=O	3	14	2	-2	-6	-1.8	0	3	-7
COc1cc(OC)cc(C(=O)NCCCNC(=O)c2cccnc2)c1	-2	7	13	-3	-10	1.4	2	5	-3
CCOc1cc(N2CCOCC2)c(OCC)cc1NC(=O)COC(=O)c1cc(C)oc1C	-5	-5	0	-3	29	-1.3	1	1	4
O=C(NNC(=S)Nc1cccc2ccccc12)c1cccc(Br)c1	-2	20	21	-1	12	-2.6	10	3	9
CCn1c(CSc2nnc3ccccn23)nc2cc(C(=O)O)ccc21	3	-4	-15	-4	6	-1.3	-11	-10	-9
O=C(/C=C/c1ccccn1)c1cc(Cl)cc(Cl)c1O	-3	-1	63*	-1	-15	3.9	17	-7	6
Cc1ccc(NC(=O)C(C)N2C(=O)C3C4CC(C(Br)C4Br)C3C2=O)cc1 (stereo unspecified)	3	12	19	2	-1	0.4	7	-4	0
CCc1cc2c(SCC(=O)NC3CC3)ncnc2s1	-3	-4	6	-2	11	-0.5	7	-19	-6
Nc1c(-c2ccc(Cl)cc2)cnn1-c1cccc([N+](=O)[O-])c1	2	4	12	2	-24	5.2	21	16	-10

An excerpt (hit frequency here may not be typical).
